Assay outcomes as filed in PubChem.
DUSP3 inh: VHR1 phosphatase inhibitors, primary screen, biochemical, absorbance, uHTS; recombinant VHR phosphatase, pNPP absorbance; inhibition, % at 13.3 µM; 290,000 compounds, 0.52% hits; AID 1654, 2009; in the data active = inhibition above about 50%; note: some compounds called inactive have numbers as strong as hits
Target sequence (P51452 whole entry, looked up): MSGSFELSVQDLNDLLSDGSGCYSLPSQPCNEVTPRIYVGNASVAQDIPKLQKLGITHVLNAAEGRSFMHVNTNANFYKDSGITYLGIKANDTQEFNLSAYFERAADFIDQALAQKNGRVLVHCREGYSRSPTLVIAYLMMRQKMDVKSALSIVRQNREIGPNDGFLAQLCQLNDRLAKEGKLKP
Vc quorum ag: inducers of Vibrio cholerae quorum light production without autoinducers, primary screen, BH1578 luxS cqsA deficient, single point; V. cholerae BH1578 lux reporter, luminescence, 6 h; activation, % at 18.7 µM; 350,000 compounds, 0.16% hits; AID 588436, 2011; in the data active = activation mostly above about 9.7%, no sharp cut-off; note: not every result past the cut was called active; inactives centre near 0; reference of the scale not given here
PfHsp40 rescue: rescue of yeast from PfHsp40 toxicity, primary screen, S. cerevisiae, ATP luminescence; S. cerevisiae expressing PfHsp40, growth rescue; growth rescue, % at 12.5 µM; 340,000 compounds, 0.68% hits; AID 504582, 2011; in the data active = growth rescue above about 28%, passing the limit was not always enough;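 note: yeast W303a lacking pdr1 and pdr3 grown in galactose medium; growth measured after three days at 30 °C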
SSB-PriA inh: inhibitors of Klebsiella pneumoniae PriA binding to SSB C-terminal tail, primary screen, biochemical, AlphaScreen; 430,000 compounds, 0.6% hits; PriA–SSB C-terminal tail interaction (Klebsiella pneumoniae); inhibition, % at 33 µM; AlphaScreen SSBct-PriA binding, biotinylated peptide; AID 1272365, 2023; in the data active = inhibition mostly above about 37%, no sharp cut-off; inactive = mostly below about 20%;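 note: plate controls were negative control peptide for no effect and reference peptide for full effect; strong numbers were not always called active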
3CLpro inhibitor: SARS-CoV 3CLpro protease inhibitors, primary screen, biochemical, quenched FRET. Replicase polyprotein 1ab (Severe acute respiratory syndrome coronavirus), P0C6X7. recombinant SARS-CoV 3CLpro, quenched FRET peptide cleavage. inhibition, % at 6 µM. 290,000 compounds, 0.14% hits. AID 1706, 2009; in the data active = inhibition above about 12%
Yp Topo-I inh: Yersinia pestis topoisomerase I inhibitors, primary screen, biochemical, cleavage product accumulation, plate reader, single point. DNA topoisomerase I (Yersinia pestis CO92). Y. pestis Topo-I cleavage product accumulation. activity, % at 10 µM. 360,000 compounds, 0.064% hits; in the data active = activity above about 50%, passing the limit was not always enough; note: inactives centre near 2
Rv3671c inh: Rv3671c serine protease inhibitors, primary screen, biochemical, fluorescence polarization, M. tuberculosis H37Rv | 320,000 compounds, 0.048% hits | inhibition, % at 5.96 µM; in the data active = inhibition above about 38%;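 note: extracellular domain of Rv3671c used as enzyme; 0% = enzyme with DMSO and 100% = no enzyme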
Target sequence (P9WHR9 whole entry, looked up, the tested form may be a part): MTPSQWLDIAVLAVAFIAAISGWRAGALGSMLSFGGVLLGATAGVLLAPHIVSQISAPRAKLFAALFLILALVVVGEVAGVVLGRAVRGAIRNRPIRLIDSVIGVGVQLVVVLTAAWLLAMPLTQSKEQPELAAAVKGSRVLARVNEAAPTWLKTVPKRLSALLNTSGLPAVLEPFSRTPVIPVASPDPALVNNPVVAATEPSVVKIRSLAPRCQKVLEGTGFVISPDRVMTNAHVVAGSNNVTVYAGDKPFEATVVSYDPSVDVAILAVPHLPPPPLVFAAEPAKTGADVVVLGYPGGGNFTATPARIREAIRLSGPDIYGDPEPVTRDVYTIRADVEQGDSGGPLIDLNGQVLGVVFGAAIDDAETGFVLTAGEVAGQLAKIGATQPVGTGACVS
Anthrax LF prot: Bacillus anthracis LF protease inhibitors, primary screen, biochemical, multiplex microsphere, MLPCN library | Lethal factor (Bacillus anthracis), P15917 | 360,000 compounds, 0.12% hits | multiplex microsphere protease cleavage assay | inhibition, % at 10 µM | AID 588501, 2011; in the data active = inhibition above about 30%; note: plate controls were buffer without enzyme for full effect and enzyme alone for no effect
TcdB GH inh: TcdB glycohydrolase inhibitors, primary screen, biochemical, single point, plate reader | Toxin B (Clostridioides difficile), P18177 | TcdB glycohydrolase enzymatic assay | 350,000 compounds, 0.24% hits | inhibition, % at 9.99 µM; in the data active = inhibition above about 10%
MazF activator: activators of E. coli MazEF toxin-antitoxin RNase, primary screen, biochemical, fluorescence, uHTS. Endoribonuclease toxin MazF (Escherichia coli (strain K12)), P0AE70. FAM/BHQ RNA-DNA oligo cleavage fluorescence, 5 h. activation, % at 20 µM. 350,000 compounds, 0.32% hits; in the data active = activation above about 50%
Target sequence (P0AE70 whole entry, looked up): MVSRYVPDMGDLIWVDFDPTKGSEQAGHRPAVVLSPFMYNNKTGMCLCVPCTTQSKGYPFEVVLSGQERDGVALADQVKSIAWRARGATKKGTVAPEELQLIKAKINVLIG
* marks the source's active call; other numbers are inactive results; i = inactive; x = not tested or not shown; & = joins results of further samples.

SMILES	DUSP3 inh	Vc quorum ag	PfHsp40 rescue	SSB-PriA inh	3CLpro inhibitor	Yp Topo-I inh	Rv3671c inh	Anthrax LF prot	TcdB GH inh	MazF activator
O=C(NCCN1CCOCC1)c1cc(-c2ccccc2Cl)nc2ccccc12	-2.5	i	-0.7	-3.3	0.1	1.9	-12.9	-0.3	-0.4	0.8
CC(NC(=O)COc1ccccc1-c1ccccc1)c1ccccc1 (stereo unspecified)	-9.6	0.0	5.6	-9.9	4.4	21.0	-0.1	-0.7	-5.0	5.5
CC(Nc1ccccc1)C(=O)Nc1ccc(F)cc1 (stereo unspecified)	-9.8	2.9	0.1	-1.7	-2.9	-2.7	-2.3	-3.3	x	4.3
NS(=O)(=O)c1ccc(NC(=O)CCCCC(=O)Nc2ccc(S(N)(=O)=O)cc2)cc1	30.3	i	-0.6	-1.0	-9.3	-3.3	-47.4	14.3	-1.1	12.0
CC(=O)N1CCN(c2ccccc2NC(=O)c2ccc3ccccc3c2)CC1	-8.1	i	0.2	1.4	3.6	28.4	-0.4	-13.2	1.1	-0.2
C=CCn1c(SCC(=O)NC2CCCC2)nc2scc(-c3ccco3)c2c1=O	7.9	i	-1.4	-0.7	3.9	19.5	-11.0	-3.0	x	1.9
Cc1noc(/C=C/N(C)C)c1S(=O)(=O)N1CCc2ccccc21	-18.9	-0.9	-0.8	-0.4	-0.5	11.3	-10.4	-3.5	2.7	-8.3
COc1cccc(-c2nc(CS(=O)(=O)CC(=O)N3CCN(c4ccccn4)CC3)c(C)o2)c1	40.6	-0.1	-0.4	-8.4	-0.8	29.6	3.0	-1.5	0.7	-18.5
COc1cccc(N(CC(=O)NC2CCCC2)C(=O)CCCC(=O)Nc2ccccn2)c1	31.7	-0.3	0.0	-3.0	4.6	-3.4	-2.6	6.7	1.8	4.9
CCN(Cc1ccccc1)C(=O)CS(=O)(=O)c1ccccc1	-23.4	-1.0	-0.5	-0.9	2.2	-0.9	-6.2	2.2	1.0	-6.1
COC(=O)c1ccc(CN2CCCC(C(=O)c3cc(F)ccc3OC)C2)cc1 (stereo unspecified)	5.2	-7.7	-0.2	-11.0	-0.7	-5.3	-1.5	11.7	0.7	-4.1
Cn1c(SCc2cccnc2)nc2c(c1=O)SCC2	-19.4	-1.6	0.9	3.8&-13.0	-3.5	0.8	4.5	-2.6	0.8	-1.8
COc1ccc(C(CC(=O)N2CCCC(C)C2)c2c(OC)cc(OC)c3ccc(=O)oc23)cc1 (stereo unspecified)	10.4	-0.6	-0.2	0.1	x	8.5	-6.2	-1.9	x	5.7
CCCCC1(C)Cc2ccccc2C(=S)N1 (stereo unspecified)	27.2	i	1.7	-23.6	-0.7	8.2	-6.3	0.0	x	2.6
CCCCCc1ccnc(CC(=O)c2ccc(OC)cc2)c1	x	i	1.0	-15.9	x	-2.3	x	5.4	3.5	-6.9
COC(=O)CN1C(=O)C(O)(CC(=O)c2cccc(Br)c2)c2ccccc21 (stereo unspecified)	-25.5	-0.5	-1.1	-2.3	0.8	5.6	-0.2	-1.6	0.0	11.8
Cc1c(Br)cc(C(=O)OC2CCN(C)CC2)c(C)c1C	18.1	-1.7	-1.1	0.5	-5.4	7.5	7.3	2.3	x	12.4
Cc1ccc(-n2c(=O)c3sccc3n(CC(=O)NCC3CCCO3)c2=O)cc1F (stereo unspecified)	-47.0	-0.8	0.1	-14.7	-7.8	3.9	8.5	-5.9	1.7	10.6
CN(C)Cc1nc2ccccc2c(=O)n1CC#N	-1.4	-0.3	-0.9	-4.5	1.3	1.3	0.5	-1.0	4.2	1.5
CC(OC(=O)Cn1nnc2ccccc21)C(=O)NC1CCCC1 (stereo unspecified)	21.4	-0.3	0.6	-5.6	0.7	-3.3	-3.8	0.2	0.6	-0.2
C[C@H]1CN([C@@H](C)CO)C(=O)Cc2cc(NC(=O)CCC(F)(F)F)ccc2O[C@H]1CN(C)Cc1ccc(-c2ccccc2)cc1	x	-0.6	1.7	5.5	x	30.7	-3.9	-3.0	1.7	1.9
O=C(COC(=O)c1cnc(Cl)c(Cl)c1)NC1CC1	x	3.2	0.1	-11.1	x	4.3	-7.0	-9.1	0.7	7.2
O=C(COc1ccccc1)OCc1csc(Nc2ccccc2)n1	-3.6	-2.3	-2.4	-5.2	-0.1	9.6	-1.4	-0.2	0.1	-1.7
CC1CCCCC1NC(=O)c1ccco1 (stereo unspecified)	x	i	-0.5	-11.4	x	6.3	x	x	-0.2	8.8
COc1ccccc1NC(=O)c1ccccc1C(=O)O	4.0	i	-0.7	-19.4	2.8	4.6	-5.8	-1.9	0.7	9.7
CC(=C/C(=O)O)/C=C/c1ccco1	-5.6	0.0	0.8	-11.8	2.0	2.8	-13.2	0.3	2.3	3.9
COC(=O)c1ccccc1NC(=O)Cn1c(SC)c(F)cnc1=O	-16.3	-6.2	1.1	-7.7	-3.8	-1.0	-11.1	-1.4	x	-3.9
O=C(COc1ccc2c3c(c(=O)oc2c1)CCC3)N1C[C@H]2C[C@@H](C1)c1cccc(=O)n1C2	4.3	-0.5	-2.1	-5.8	-0.3	4.3	-6.4	-1.9	-0.5	15.0
O=C(O)CCC(=O)NNC(=O)CCC(=O)NCc1ccccc1	28.2	-0.9	1.4	-8.3	-7.2	8.4	4.1	2.6	x	5.0
COc1ccc(Cl)cc1CC1(C)C(=O)Nc2ccc(S(=O)(=O)NC3CCCCC3)cc21 (stereo unspecified)	x	-3.3	x	x	x	12.0	x	0.0	-0.8	x
O=C(CCC(=O)c1ccc(Cl)s1)Nc1ncccc1O	x	-1.6	-0.4	-8.9	x	-9.4	5.2	x	0.0	-8.1
O=C(c1ccc(F)cc1)C1CCN(Cc2cn[nH]c2-c2ccccc2)CC1	10.1	i	-1.1	4.7	2.9	-2.5	-3.1	4.0	0.4	3.6
COc1ccc(CN(C)C(=O)c2oc3ccccc3c2CSC)cc1F	8.0	i	0.9	-27.6	-6.5	43.7	-5.6	7.6	0.5	5.6
CS(=O)(=O)N(CC(=O)NCCSCc1ccccc1)c1ccccc1Br	12.2	i	-0.7	10.6	-0.2	13.5	-8.5	-3.0	0.3	0.5
Cn1c(=O)oc(=O)c2ccccc21	x	-4.3	-1.0	-9.2	x	0.3	x	4.6	-1.1	5.8
O=C(COc1ccc(Br)cc1)OCC(=O)c1ccc[nH]1	x	-0.5	x	x	x	-3.0	x	4.5	1.3	-6.2
COc1ccccc1N(C(=O)c1snc(C(N)=O)c1N)C(C(=O)NCCC(C)C)c1ccco1 (stereo unspecified)	8.4	i	-1.2	-21.3	0.6	23.0	-1.9	-1.5	x	-24.8
O=C1[C@H]2CC3C=CC2(O3)[C@@H]2OCCCN12 (stereo partly specified)	x	i	0.6	2.0	x	7.5	9.8	-3.0	1.4	4.2
COC(=O)c1cc(NC(=O)c2ccc(Cn3cc(Cl)cn3)o2)cc(C(=O)OC)c1	2.9	-0.1	-1.3	-10.7	-0.6	1.4	-6.3	0.4	x	13.9
O=C1CNC(=S)N1Cc1ccccc1	12.3	i	-2.0	-11.1	-0.5	6.9	-2.5	-5.2	0.1	5.0
Cc1cc2c(SCC(=O)Nc3ccccc3O)ncnc2s1	x	-0.8	2.8	3.6	x	2.0	x	5.4	1.2	-3.6
COc1ccccc1-c1cc(C(=O)N/N=C/c2ccc(C)s2)c2ccccc2n1	6.4	i	-0.3	x	0.7	-11.3	-8.4	-4.5	x	-22.0
CCCCCCCN1CCC(=O)N([C@H](CO)c2ccccc2)CC1	8.9	-1.0	-0.1	-6.0	-4.6	25.0	7.5	-13.5	1.6	1.8
O=C1CC(c2ccc3c(c2)OCO3)c2cc3c(cc2N1)OCO3 (stereo unspecified)	7.2	5.0	1.7	12.8	1.1	8.1	-8.6	-2.4	x	-3.6
CCOc1ccc(S(=O)(=O)NCCC(=O)NCC(c2cccs2)N2CCOCC2)cc1 (stereo unspecified)	-32.8	i	-0.8	-3.0	1.2	7.6	2.8	-2.7	-2.6	-3.0
S=c1[nH]nc(-c2ccccc2)n1/N=C/c1cccc(Br)c1	1.7	i	-0.5	x	3.4	4.3	5.2	0.6	1.4	2.4
C=CCn1c(-c2cc3cccc(OC)c3o2)n[nH]c1=S	1.2	-1.1	1.9	1.8	2.8	3.7	7.7	-7.9	0.7	2.2
c1cncc(CNc2ncnc3ccc(-c4ccoc4)cc23)c1	x	-11.1	-3.5	8.1	x	-7.6	1.1	1.1	-5.8	-15.6
Cc1ccccc1N1CCN(CCCN2C(=O)CC(=C(c3ccccc3)c3ccccc3)C2=O)CC1	-41.9	-0.2	-0.6	0.4	-2.7	39.7	-3.8	-3.3	x	-5.4
O=C(CCc1nnc(C2CCCCC2)o1)N1CCN(c2ccccc2F)CC1	17.4	-0.2	1.3	5.8	4.0	12.5	7.5	11.9	-0.2	-26.0
Cc1[nH]ccc(=O)c1OCc1ccc(Cl)cc1	1.8	i	0.3	-14.8	1.0	4.7	-1.4	-2.9	x	6.9
CCN1CCN(Cc2cc(Br)cc(OC)c2O)CC1	-1.3	-0.2	0.2	-11.4	-6.3	-1.9	-8.4	1.6	x	-15.0
Clc1ccc(-n2cnnn2)cc1	6.5	-0.1	0.2	-3.6	-2.8	-9.0	2.2	0.9	x	-14.5
COc1ccc(CN2CCN(S(=O)(=O)c3ccc(NC(C)=O)cc3)CC2)c(OC)c1OC	-12.1	0.1	-0.4	-3.2	-3.9	1.0	3.4	-3.6	0.4	-4.9
CCC(=O)Nc1cc(ON=C(C)C)cc([N+](=O)[O-])c1	-5.4	-1.5	-1.9	-0.1	-0.3	-7.0	-2.3	-2.1	x	2.4
Cc1nnc(NC(=O)/C=C/c2ccco2)s1	10.4	-0.3	1.1	1.2	2.2	2.2	-11.9	-2.4	x	5.7

Of the compounds above, 6 contain two or more sulfur atoms.
SMILES	DUSP3 inh	Vc quorum ag	PfHsp40 rescue	SSB-PriA inh	3CLpro inhibitor	Yp Topo-I inh	Rv3671c inh	Anthrax LF prot	TcdB GH inh	MazF activator
NS(=O)(=O)c1ccc(NC(=O)CCCCC(=O)Nc2ccc(S(N)(=O)=O)cc2)cc1	30.3	i	-0.6	-1.0	-9.3	-3.3	-47.4	14.3	-1.1	12.0
C=CCn1c(SCC(=O)NC2CCCC2)nc2scc(-c3ccco3)c2c1=O	7.9	i	-1.4	-0.7	3.9	19.5	-11.0	-3.0	x	1.9
Cn1c(SCc2cccnc2)nc2c(c1=O)SCC2	-19.4	-1.6	0.9	3.8&-13.0	-3.5	0.8	4.5	-2.6	0.8	-1.8
CS(=O)(=O)N(CC(=O)NCCSCc1ccccc1)c1ccccc1Br	12.2	i	-0.7	10.6	-0.2	13.5	-8.5	-3.0	0.3	0.5
Cc1cc2c(SCC(=O)Nc3ccccc3O)ncnc2s1	x	-0.8	2.8	3.6	x	2.0	x	5.4	1.2	-3.6
CCOc1ccc(S(=O)(=O)NCCC(=O)NCC(c2cccs2)N2CCOCC2)cc1 (stereo unspecified)	-32.8	i	-0.8	-3.0	1.2	7.6	2.8	-2.7	-2.6	-3.0

The list is partial; the hit share may differ from the screen's.
